# Compound activity as filed in PubChem.
# ATXN2 expr inh = reduces ATXN2 reporter expression in HEK-293 cells. HEK-293 ATXN2-luciferase reporter, luminescence, 24 h. Potency, µM (top dose mostly 57 µM), inactives show top-dose activity change, negative = inhibition, actives largely listed as inhibitors. 360,000 tested, 0.72% active; note: % is set by controls: 0 for no effect and ±100 for the full control effect; nearly all actives have a fitted effect of over 55% in size
#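 qHTS (up to 57 uM final) was run with 24 h compound exposure of reporter cells at 37 °C. Each well was multiplexed: SteadyGlo luminescence measured ATXN2-luciferase expression after a fluorogenic Gly-Phe-AFC viability readout (25 uM final).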
# Nrf2 activator = activates Nrf2 signaling; 410,000 tested, 0.31% active; AREc32 ARE-luciferase reporter (MCF7-derived line), luminescence, 24 h; AID 624171; Potency, µM (series often up to 46.1 µM), for inactives: at the highest dose activation, hits mostly activators; note: % of control where 0% means no effect; nearly all actives have a fitted effect of over 65% in size
#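 AREc32 cells carrying an ARE-driven firefly luciferase reporter were seeded at 1000 cells/well in OPTI-MEM with 5% FBS, then exposed to compound for 24 hr at 37 deg C. Luminescence was read with Steady-Glo after 30 min at RT.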
# Nrf2 inh = inhibitors of Nrf2 signaling; A549 ARE-Fluc reporter, luciferase luminescence, 18-24 h; Potency, µM (doses to about 46 µM), without a hit: top-dose activity change, negative = inhibition, hits mostly inhibitors; 360,000 tested, 2.1% active; note: % is set by controls: 0 for no effect and ±100 for the full control effect; nearly all actives have a fitted effect of over 60% in size
#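 Cells were seeded and rested 2 h, then exposed to compounds for 18-24 h. CellTiter-Fluor was read first as a viability measure. BugLite was added 15 min before the final luminescent read of ARE-luciferase activity in A549 cells.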
# ATXN viability = cell viability loss in ATXN counter-screen; S2 cells (HEK-293 line with an ATXN2-luciferase reporter) viability, CellTiter-Fluor protease fluorescence, 24 h; Potency, µM (highest dose often 56.7 µM), hits mostly cytotoxic; AID 651635; 400,000 tested, 0.49% active; note: nearly all actives have a fitted effect of over 40% in size
# TGFb inhibitor = inhibitors of TGF-b signaling; HepG2 CAGA-GFP TGF-b/SMAD3 reporter, GFP fluorescence, 18 h; TGF-beta stimulated, 500 pg/mL final; Potency, µM (highest dose often 46.1 µM), inactives show at the highest dose activity, negative = inhibition, most hits filed as inhibitors; 410,000 tested, 1.2% active; note: % is set by controls: 0 for no effect and ±100 for the full control effect; nearly all actives have a fitted effect of over 65% in size
#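 Read-out: total well GFP (ex488/em500-530) summed from mean per-cell fluorescence. Cells: HEPG2 CAGA-GFP, 1% FBS DMEM, 18 h at 37 degrees C with 500 pg/mL final TGF-beta. Unstimulated wells served as the full-inhibition control; stimulated DMSO wells = 0%.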
# HepG2 viability = kills HepG2 cells in TGF-b inhibitor counter-screen; HepG2 CAGA-GFP viability, ATP luminescence, 18 h; 410,000 tested, 0.76% active; Potency, µM (highest dose often 46.1 µM), without a hit: at the top dose activity change, negative = cytotoxicity, actives largely listed as cytotoxic; note: some results filed as inactive show a strong effect at the top dose
#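 HepG2 CAGA-GFP cells (1000/well, DMEM with 1% FBS) received compound, then TGF-beta at 500 pg/mL final, and were incubated 18 hours at 37 degrees C. Viability was read by CellTiter-Glo luminescence. Media-only wells were set as complete cell-killing and DMSO as no toxicity.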
# MCF10A rereplic = DNA re-replication induction in MCF 10a cells. MCF 10A DNA re-replication, Hoechst nuclear intensity, 48 h. Potency, µM (doses to about 46.1 µM), without a hit: at the highest dose activity, positive = re-replication, most hits filed as activators. 350,000 tested, 2.9% active. AID 624296; note: % of control where 0% means no effect; nearly all actives have a fitted effect of over 50% in size
# A549 tox = kills or reduces viability of A549 cells in Nrf2 counter-screen; A549 ARE-Fluc cells, CellTiter-Fluor viability, 18-24 h; Potency, µM (doses to about 46 µM), without a hit: top-dose activity change, negative = cytotoxicity, actives largely listed as inhibitors; 390,000 tested, 0.16% active; AID 504648; note: % is set by controls: 0 for no effect and ±100 for the full control effect
#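 A549 ARE-Fluc cells in 5% FBS OPTI-MEM, 5000 cells/well, rested 2 h then exposed to compounds in concentration-response for 18-24 h at 37 °C. Viability by CellTiter-Fluor fluorescence (Ex 405/Em 525) after 30 min; luciferase luminescence (BugLite, 15 min, RT) read afterwards.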
# EPAC2 antagonist = EPAC2 (human) antagonism; 360,000 tested, 0.18% active; EPAC2 GEF exchange of Rap1B-BODIPY-GDP, fluorescence; Potency, µM (titrated, usually from 114 µM), without a hit: top-dose activity, negative = inhibition, hits mostly inhibitors; note: % is set by controls: 0 for no effect and ±100 for the full control effect; nearly all actives have a fitted effect of over 45% in size; many of its hits are not listed in these tables
# Target sequence (Q8WZA2 whole entry, looked up): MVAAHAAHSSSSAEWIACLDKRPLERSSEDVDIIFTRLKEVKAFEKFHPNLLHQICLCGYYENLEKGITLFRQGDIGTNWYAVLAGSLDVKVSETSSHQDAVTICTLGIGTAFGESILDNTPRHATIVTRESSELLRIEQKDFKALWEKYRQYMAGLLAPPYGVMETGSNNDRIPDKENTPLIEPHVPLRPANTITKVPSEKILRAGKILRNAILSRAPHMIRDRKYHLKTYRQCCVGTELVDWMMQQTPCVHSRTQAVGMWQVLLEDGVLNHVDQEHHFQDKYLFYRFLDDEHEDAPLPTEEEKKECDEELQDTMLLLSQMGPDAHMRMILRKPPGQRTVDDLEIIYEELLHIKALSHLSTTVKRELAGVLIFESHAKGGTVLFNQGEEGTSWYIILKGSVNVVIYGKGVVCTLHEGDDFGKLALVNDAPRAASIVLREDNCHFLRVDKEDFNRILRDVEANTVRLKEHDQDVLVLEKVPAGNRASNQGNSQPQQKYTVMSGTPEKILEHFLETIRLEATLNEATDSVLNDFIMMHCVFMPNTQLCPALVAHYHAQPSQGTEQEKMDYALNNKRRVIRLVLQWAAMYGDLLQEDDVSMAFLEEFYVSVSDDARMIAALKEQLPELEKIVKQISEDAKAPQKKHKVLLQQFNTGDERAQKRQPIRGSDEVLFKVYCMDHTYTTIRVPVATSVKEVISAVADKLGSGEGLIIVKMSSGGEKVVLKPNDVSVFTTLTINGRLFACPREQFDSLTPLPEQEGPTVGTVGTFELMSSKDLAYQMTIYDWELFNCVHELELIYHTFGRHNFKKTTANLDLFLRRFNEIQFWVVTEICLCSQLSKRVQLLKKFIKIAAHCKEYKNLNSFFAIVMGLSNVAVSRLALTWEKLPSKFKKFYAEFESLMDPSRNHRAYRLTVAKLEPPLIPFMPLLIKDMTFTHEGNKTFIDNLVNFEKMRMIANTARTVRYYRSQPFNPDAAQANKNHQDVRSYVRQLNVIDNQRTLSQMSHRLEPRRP
# The depositor's hits bear a star; i = inactive; ? = inconclusive; nt = not tested or not shown; & = joins results of further samples; [ ] = dose if it differs, or a comment. Calls come from the whole dose curve; as a rule, active = well fitted curve in the direction sought with a large enough effect; inconclusive = small, poorly fitted or top-dose-only effect, or another doubt; inactive = no such curve, though single readings can be large; an effect the other way counts as inactive or inconclusive. Potency is the fitted concentration of half-maximal effect. The list is partial. The share of hits here may be higher or lower than overall.
SMILES,ATXN2 expr inh,Nrf2 activator,Nrf2 inh,ATXN viability,TGFb inhibitor,HepG2 viability,MCF10A rereplic,A549 tox,EPAC2 antagonist
CC(=O)CN1Cc2ccccc2/C1=N\C(=O)Nc1ccccc1,47%[activator],6.3%,0%,i,-18%,-6%,4%,-2%,0%
Cc1ccc2cccc(N=Cc3c(C)[nH]n(-c4ccccc4)c3=O)c2n1,28µM*,11%,-16%,i,?,-55%,2%,-7%,-17%
O=C(Nc1ccc(S(=O)(=O)N2CCCCC2)cc1)c1ccccc1F,-12%,0.0%,?,?,-1%,-6%,-12%,-14%,0%
C#CCOCCOCCOCCNc1nc(N2CCN(C(=O)[C@H](CCCCN)n3cc(CN)nn3)CC2)nc(N2CCN(C(=O)[C@H](CCC(=O)O)n3cc([C@@H](N)CCSC)nn3)CC2)n1,-3%,-0.9%,2%,i,-1%,12%,-3%,-4%,15%
Cc1ccsc1CN1CC(=O)N(c2c(C)cccc2C)C1=S,-13%,0.7%,5%,i,8%,0%,?,5%,-13%
O=C(NC(=S)N(Cc1ccccc1)Cc1ccccc1)C1CCCCC1,5%,0.2%,3%,i,14%,3%,-7%,-1%,-1%
O=C(Nc1ccc2c(c1)CCCN2C(=O)c1cccs1)c1ccccc1,?,1.5%&0.4%,17%,i,-17%&-13%,-41%&-72%,?,2%&0%,-12%
Cc1onc(-c2ccccc2Cl)c1C(=O)Nc1ccc(S(=O)(=O)N2CCCC2)cc1,-7%,-0.4%,14%,i,?,5%,14%,13%,17%
O=C(Nc1nc2cc3c(cc2s1)OCCO3)c1cccc(N2C(=O)CCC2=O)c1,-11%,2.5%,-21%,?,?,6%,?,0%,7%
COC1=C/C(=C/c2c(N)n3nc(-c4ccc(C)cc4)sc3nc2=O)C=CC1=O,32%,3.4%,?,i,48%[activator],-16%,?,-16%,-8%

# Copied from the list.
# O=C(NC(=S)N(Cc1ccccc1)Cc1ccccc1)C1CCCCC1 in ATXN2 expr inh: 5%
# C#CCOCCOCCOCCNc1nc(N2CCN(C(=O)[C@H](CCCCN)n3cc(CN)nn3)CC2)nc(N2CCN(C(=O)[C@H](CCC(=O)O)n3cc([C@@H](N)CCSC)nn3)CC2)n1 in A549 tox: -4%

# Back to the main list, starting five compounds before the break.
SMILES,ATXN2 expr inh,Nrf2 activator,Nrf2 inh,ATXN viability,TGFb inhibitor,HepG2 viability,MCF10A rereplic,A549 tox,EPAC2 antagonist
O=C(NC(=S)N(Cc1ccccc1)Cc1ccccc1)C1CCCCC1,5%,0.2%,3%,i,14%,3%,-7%,-1%,-1%
O=C(Nc1ccc2c(c1)CCCN2C(=O)c1cccs1)c1ccccc1,?,1.5%&0.4%,17%,i,-17%&-13%,-41%&-72%,?,2%&0%,-12%
Cc1onc(-c2ccccc2Cl)c1C(=O)Nc1ccc(S(=O)(=O)N2CCCC2)cc1,-7%,-0.4%,14%,i,?,5%,14%,13%,17%
O=C(Nc1nc2cc3c(cc2s1)OCCO3)c1cccc(N2C(=O)CCC2=O)c1,-11%,2.5%,-21%,?,?,6%,?,0%,7%
COC1=C/C(=C/c2c(N)n3nc(-c4ccc(C)cc4)sc3nc2=O)C=CC1=O,32%,3.4%,?,i,48%[activator],-16%,?,-16%,-8%
Cc1ccc(C(=O)OCc2nc3ccsc3c(=O)[nH]2)o1,-6%,?,?,i,10%,-5%,2%,-3%,-3%
COc1ccc(Nc2nnc(-c3ccc(C(=O)NCCO)cc3)c3ccccc23)cc1,-8%,0.0%[9.22 µM],-17%,i,-23%,-9%,-14%,10%,5%
Cc1ccc2nc(-c3cc(NC(=O)/C=C/c4ccccc4)ccc3Cl)oc2c1,15%,15%,13%,i,3%,-15%,nt,2%,nt
CCc1nnc(NC(=O)CSc2nc3c(c(=O)n2CC)SC(C)C3)s1 (configuration not stated),0%,0.1%,?,i,2%,-15%,2%,-1%,4%
O=C(N/N=C/c1ccco1)c1cc(-c2ccccc2)nc2ccccc12,5%,16%,7%,i,1%,-22%,?,0%,-6%
COc1ccc2[nH]c(C)c(CN3CCC(C)CC3)c(=O)c2c1,-4%,-0.9%,11%,i,25%,-1%,18%,-3%,3%
O=C(NCc1ccccn1)C1CCN(C(=O)c2cc3sccc3n2Cc2ccc(F)cc2)CC1,nt,6.4%,?,i,?,-23%,9%,11%,-13%
COc1ccc(C(=O)Nc2cc(C(F)(F)F)ccc2-n2cncn2)cc1,-14%,-0.2%,-23%,i,24%,-5%,-1%,4%,-17%
O=C1CCCN1CC(O)CS(=O)(=O)c1ccc(Cl)cc1 (configuration not stated),5%,-0.3%,15%,i,29%,-3%,1%,-2%,3%
CCOc1ccccc1OCCn1ncc2ccc(OC)c(OC)c2c1=O,7%,0.1%,16%,i,3%,-6%,0%,-1%,-2%
Cc1cccc(NS(=O)(=O)c2ccc3nc(-c4ccccc4)[nH]c3c2)c1C,?,-0.7%&2.6%,?,?,?,-50%&-1%,?,?,-3%
O=C(CSc1nnc(-c2ccccc2Br)o1)N1CCN(C(=O)c2ccco2)CC1,4%,-0.8%,-1%,i,-1%,1%,6%,0%,18%
Cc1nnsc1-c1c(C(=O)N2CCOCC2)c(C)nn1-c1ccc(Cl)cc1,2%,-0.4%,19%,i,-14%,-173%,-2%,0%,13%
Cc1cc(=O)oc2cc(OCC(=O)Nc3ccc(N4CCC(C)CC4)cc3)ccc12,-10%,7.6%,-6%,i,-14%,-28%,?,1%,11%
CC1Sc2ccc(S(=O)(=O)N3CCC(C(=O)N(C)Cc4ccco4)CC3)cc2NC1=O (configuration not stated),-16%,5.1%,?,i,?,1%,5%,0%,-4%
CCOP(=O)(OCC)c1nc(-c2ccc(C)cc2)oc1N1CCOCC1,-2%,-0.4%,?,i,11%,-8%,3%,1%,-1%
CCc1ccccc1Nc1ncnc2c1nc1n2CCCC1,nt,-0.6%,?,nt,-6%,0%,nt,0%,nt
CCCCn1c(N)c(N(Cc2ccccc2OC)C(=O)C(C)C)c(=O)[nH]c1=O,7%,-0.2%,1%,i,10%,0%,?,-1%,3%
Cn1nc([N+](=O)[O-])nc1Sc1cccc2cccnc12,nt,-0.2%,?,nt,?,-3%,1%,-4%,11%
O=C(NCCc1ccccn1)c1ccc2nc(Cc3ccccc3F)oc2c1,85%[activator],3.5%,?,i,8%,5%,-3%,9%,11%
Cc1ccn2cc(C(=O)Nc3cccc(C(=O)NC4CC4)c3)nc2c1,-19%,-0.4%,-20%,i,0%,-10%,-20%,0%,4%
NC1=NC[C@H](c2ccccc2)N1CC1CCCCC1,2%,-0.2%,1%,i,-15%,-6%,-5%,0%,3%
O=C(NCc1ccccc1CN1CCCC1)c1cccc(S(=O)(=O)N2CCOCC2)c1,nt,0.4%,2%,?,1%,-8%,19%,-11%,-6%
Oc1cnn(-c2ccccc2)c1,12%,4.4%,20%,i,1%,-14%,5%,3%,-2%
CCn1c(C)c(C(C)=O)cc(C#N)c1=O,nt,1.0%,0%,?,28%,11%,3%,0%,0%
COc1ccc(-c2nnc(SCC(=O)Nc3ccc(C(C)=O)cc3)nc2-c2ccc(OC)cc2)cc1,nt,4.4%,nt,nt,15%,9%,nt,1%,nt
Cc1cccc(C(=O)OCC(=O)Nc2ccccc2C(=O)NC2CC2)c1,-19%,0.5%,5%,i,-3%,-1%,5%,5%,3%
CCOc1ccc2nc(COC(=O)c3ccco3)c(C(C)=O)[n+]([O-])c2c1,-3%,-0.4%,27%,i,-19%,6%,2%,-2%,2%
O=C(CS(=O)(=O)c1ccc(Cl)cc1)Nc1nc2ccc(Br)cc2s1,nt,-0.1%,nt,nt,-38%,-47%,nt,4%,nt
O=C(Nc1ccc(Cl)cc1)c1cc(S(=O)(=O)Nc2ccccn2)ccc1Cl,-3%,-0.1%,?,i,?,-15%,9%,-7%,-15%
CCCOc1ccc(-c2c(C(=O)N/N=C/c3ccsc3)nnn2-c2nonc2N)cc1,nt,0.6%,6%,i,14%,-3%,-6%,-4%,8%
COC(=O)C1=C(C)NC(=S)NC1c1ccc(OCC(=O)N2CC(C)OC(C)C2)c(OC)c1 (configuration not stated),5%,0.3%,-2%,i,10%,5%,-3%,4%,0%
Cc1ccc(C)c(OCCSc2nnc(C)c(=O)[nH]2)c1,5%,-0.5%,?,i,0%,21%,4%,-9%,6%
Cc1nnc(NC(=O)c2ccc(C)c(S(=O)(=O)N3CCOCC3)c2)s1,9%,-0.5%,12%,i,12%,2%,2%,-2%,9%
O=C(CSc1ccccn1)Nc1ccc2c(c1)CCC2,68%[activator],2.8%,?,i,0%,-2%,?,0%,-5%
O=C(CCn1c(=O)c2ccccc2n(Cc2ccc(Cl)cc2)c1=O)NCc1ccc2c(c1)OCO2,3%,-0.9%,4%,i,?,-6%,nt,4%,nt
COc1cccc(C2c3c(-c4cc(Cl)c(C)cc4O)n[nH]c3C(=O)N2Cc2cccnc2)c1 (configuration not stated),1%,2.3%,?,?,-9%,12%,23%,-11%,2%
CSc1ccc(/C=N/n2c(C3CCCCC3)n[nH]c2=S)cc1,-1%,2.2%,-1%,i,-11%,-42%,16µM*,1%,-22%
O=C1CC(N(O)C2CC(=O)N(Cc3ccccc3)C2=O)C(=O)N1Cc1ccccc1 (configuration not stated),1%,-0.7%,-1%,i,-10%,2%,?,8%,7%
S=C1NC2=C(CCCC2=C2SCCS2)C(c2ccccc2)N1 (configuration not stated),-2%,22µM*,?,i,0%,-13%,-11%,1%,0%
COc1ccccc1P(=O)(Cc1ccccc1[N+](=O)[O-])c1ccccc1 (configuration not stated),-28%,1.5%,-1%,i,-10%,-18%,9%,2%,-2%
C[C@@H]1CN([C@@H](C)CO)C(=O)CCCn2nncc2CO[C@@H]1CN(C)S(C)(=O)=O,3%,-1.0%,nt,i,2%,-6%,nt,nt,12%
COCCCNC(=O)c1cc(-c2cccnc2)nc2ccccc12,-3%&-2%,0.3%&2.4%,23%,i,?,9%&-11%,3%,4%&7%,6%
S=C(NCc1ccccc1)NCc1ccco1,0%,1.8%,4%,i,-9%,-1%,5%,12%,1%
